# Screening results: PubChem BioAssay, National Center for Advancing Translational Sciences (NCATS)
# SW480 rereplic = A quantitative high throughput screen for small molecules that induce DNA re-replication in SW480 colon adenocarcinoma cells; SW480 DNA re-replication, Hoechst DNA content imaging, 48 h; Potency, µM (highest dose often 46.1 µM), for the others: top-dose re-replication activation, actives largely listed as activators; 340,000 tested, 1.8% active; AID 624297, 2012; further: % of control where 0% means no effect; nearly all actives have a fitted effect of over 55% in size
#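 Image-based DNA-content assay: after two days of treatment, nuclei were labelled with the DNA dye Hoechst and imaged, and hits were compounds raising the count of nuclei showing high fluorescence intensity.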
# HT1080NT lethal = qHTS for induction of synthetic lethality in tumor cells producing 2HG: qHTS for the HT-1080-NT fibrosarcoma cell line; HT-1080-NT fibrosarcoma viability, CellTiter-Glo ATP luminescence, 48 h; Potency, µM (doses to about 46.1 µM), inactives show at the top dose activity, negative = less viability, most hits filed as cytotoxic; 360,000 tested, 1.6% active; AID 686970, 2013;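 further: NT is the 2HG producing partner of a matched IDH1 knockdown line; 0% = DMSO-treated cells and -100% = media-only wells without cells; nearly all actives have a fitted effect of over 55% in size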
#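 Toxicity toward the 2HG-producing NT line was scored as %Activity, normalised to DMSO and no-cell wells, from CellTiter-Glo luminescence after 48 hours' treatment.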
# GLP-1R agonist = qHTS of GLP-1 Receptor Agonists; Glucagon-like peptide 1 receptor (Homo sapiens), P43220; HEK293 GLP-1R CRE-luciferase, luminescence, 4-6 h; cells express a hypersensitive GLP-1R form; Potency, µM (titrated, usually from 45.6 µM), inactives show at the top dose activation, hits mostly activators; 380,000 tested, 0.007% active; AID 624172, 2012; further: % of control where 0% means no effect
# Target sequence (P43220 whole entry, looked up): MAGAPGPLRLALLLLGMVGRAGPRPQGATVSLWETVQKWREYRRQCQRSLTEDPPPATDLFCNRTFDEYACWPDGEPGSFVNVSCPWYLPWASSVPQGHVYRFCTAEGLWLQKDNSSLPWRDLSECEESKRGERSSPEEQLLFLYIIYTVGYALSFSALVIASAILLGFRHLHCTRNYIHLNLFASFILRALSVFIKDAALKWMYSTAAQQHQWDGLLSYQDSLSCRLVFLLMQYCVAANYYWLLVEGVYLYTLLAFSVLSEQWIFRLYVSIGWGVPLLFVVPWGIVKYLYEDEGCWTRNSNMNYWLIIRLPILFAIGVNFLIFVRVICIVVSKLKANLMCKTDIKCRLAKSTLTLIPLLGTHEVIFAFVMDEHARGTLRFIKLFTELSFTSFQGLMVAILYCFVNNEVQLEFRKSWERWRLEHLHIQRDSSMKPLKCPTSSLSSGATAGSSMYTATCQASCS
# GLP1R cytotox = qHTS of GLP-1 Receptor Inverse Agonists: Cytotox Screen. HEK293 cAMP-luciferase reporter cells, luminescence, 24 h. Potency, µM (highest dose often 38.3 µM), without a hit: at the top dose activity change, negative = inhibition, usual class: inhibitors. 410,000 tested, 0.13% active. AID 624418, 2012;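 further: loss of luciferase light is scored as toxicity; on the % scale 0 is the no-effect control and ±100 the full control effect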
#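 Luminescence readout: signal drop marks cytotoxicity. Plated cells grew 12 h at 37 °C, 5% CO2, received 23 nL compound for 24 h, then got luciferase reagent, read after 12 min at RT.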
# TDP-43 yeast inh = qHTS of TDP-43 Inhibitors; TDP-43 expressing yeast growth rescue, BacTiter-Glo, 24 h; Potency, µM (top dose mostly 46.1 µM), inactives show at the highest dose growth rescue (activation), usual class: activators; 410,000 tested, 1.8% active; AID 652104, 2013; further: % of control where 0% means no effect; nearly all actives have a fitted effect of over 50% in size
#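 Readout is BacTiter-Glo luminescence of cell growth, so inhibitors register as activators. TDP-43-expressing yeast at OD600=0.02 in galactose medium, after raffinose pregrowth to mid-log, were incubated with compound for 24 hr at 30 deg C.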
# GLP1R inv ag = qHTS of GLP-1 Receptor Inverse Agonists (Inhibition Mode); Glucagon-like peptide 1 receptor (Homo sapiens), P43220; HEK293 GLP-1R CRE-luciferase, luminescence, 24 h; GLP-1R form is constitutively active; Potency, µM (highest dose often 38.3 µM), without a hit: at the top dose activity change, negative = inhibition, most hits filed as inhibitors; 410,000 tested, 1.6% active; further: on the % scale 0 is the no-effect control and ±100 the full control effect; nearly all actives have a fitted effect of over 55% in size
#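 Cells are plated, allowed 12 hours at 37 deg C, then treated with compounds for 24 hr before luciferase detection reagent is added and luminescence is read after 12 min at room temperature. The HEK293 line carries constitutively active GLP-1R with a cAMP-responsive reporter.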
# KB-V1 cytotox = qHTS assay for MDR1-selective chemotherapeutics: Primary screen using the drug-selected MDR subline cells KB-V1; KB-V1 MDR cells viability, CellTiter-Glo, 72 h; Potency, µM (doses to about 46.1 µM), for the others: at the highest dose activity change, negative = cytotoxicity, hits mostly cytotoxic; 400,000 tested, 3.4% active; further: on the % scale 0 is the no-effect control and ±100 the full control effect; nearly all actives have a fitted effect of over 60% in size
#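 Luminescent ATP read-out (CellTiter-Glo, 10 min) measures survival of drug-selected KB-V1 MDR cells after 72 h, 37 degrees C compound exposure. Medium: phenol-red-free DMEM, 10% FBS. Values from fitted concentration-response curves.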
# HT1080 IDH1KD tx = qHTS for induction of synthetic lethality in tumor cells producing 2HG: qHTS for the HT-1080-IDH1KD cell line; AID 686971, 2013; Potency, µM (series often up to 46.1 µM), for the others: top-dose activity, negative = toxicity, actives largely listed as cytotoxic; 360,000 tested, 2% active; HT-1080 IDH1 knockdown viability, ATP luminescence, 48 h;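 further: 0% = DMSO wells and -100% = cell-free medium wells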
#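 Knockdown cells (IDH1KD HT-1080) received compounds 2 h after plating at 750 cells/well and were kept 48 h at 37 °C in 5% FBS RPMI. A CellTiter-Glo luminescence read gave % activity for curve fitting.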
# KB-3-1 tox = qHTS assay for MDR1-selective chemotherapeutics: Primary screen using the parental adenocarcinoma cell KB-3-1; 400,000 tested, 1.4% active; KB-3-1 viability, CellTiter-Glo ATP luminescence, 72 h; Potency, µM (doses to about 46.1 µM), inactives show at the top dose activity change, negative = cytotoxic, most hits filed as cytotoxic; further: on the % scale 0 is the no-effect control and ±100 the full control effect; nearly all actives have a fitted effect of over 60% in size
#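 Luminescent ATP read-out (CellTiter-Glo) measures survival of drug-naive KB-3-1 cells after 72 h compound exposure at 37 °C. Titration series was screened from lowest to highest concentration, with DMSO vehicle plates as background controls.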
# * = called active by the depositor; ? = inconclusive; . = no result given; & = joins results of further samples; [ ] = another dose, or the depositor's remark. The call rests on the fitted dose curve; in most records, active means well fitted curve in the direction sought with a large enough effect; inconclusive means small, poorly fitted or top-dose-only effect, or another doubt; inactive means no such curve, though single readings can be large; an effect the other way counts as inactive or inconclusive. Potency means the concentration at half of the fitted maximal effect.
SMILES,SW480 rereplic,HT1080NT lethal,GLP-1R agonist,GLP1R cytotox,TDP-43 yeast inh,GLP1R inv ag,KB-V1 cytotox,HT1080 IDH1KD tx,KB-3-1 tox
O=C(c1cccc(S(=O)(=O)N2CCCCC2)c1)N1CCOCC1,1.2%,17.9%,2.8%,0.5%,2.5%,-3.4%,0.0%,20.0%,-3.1%
CCOC(=O)N1CCN(C(=O)c2ccc3c(c2)sc2nc(-c4ccc(OC)cc4)cn23)CC1,-3.3%[9.22 µM],1.1%,-3.3%,-7.7%,6.2%,-6.4%,-38.1%,3.8%,-11.6%
COCCn1c(SCC(=O)N2CCCC2=O)nc2sc(C)c(C)c2c1=O,-52.9%[inhibitor],12.9%,11.0%,-7.1%,-23.4%,1.2%,11.2%,3.7%,8.0%
CN(C)c1nc2c(c(N)nn2-c2ccc(Cl)cc2)c(=O)o1,-13.2%,5.5%,-11.9%,7.5%,20.3%,8.6%,7.3%,6.9%,18.7%
Cn1c(=O)c2c(nc(NCCNC(=O)c3ccco3)n2Cc2ccccc2F)n(C)c1=O,2.1%,-19.4%,5.3%,8.0%,7.4%,30.8%[activator],-11.7%,-0.3%,-9.2%
CN1CCC2(CC1)Nc1nc(SCc3ccc(Cl)cc3)nn1C1=C2CN(C)CC1,14.3%,25.9µM*,18.5%,?,-20.0%,?,-23.5%,20.6µM*,?
CCNC(=O)C1(C)CCN(C(=O)c2ccccc2C(F)(F)F)C1 (configuration not stated),.,26.0%,-1.9%,3.6%,7.5%,3.1%,0.0%,1.3%,0.0%
CCOC(=O)C1CCN(C(=O)CN(Cc2ccccc2)S(C)(=O)=O)CC1,-2.7%,4.8%,-2.7%,10.4%,-1.1%,3.7%,4.7%,11.0%,6.4%
Cc1nn(-c2ccccc2)c(C)c1/C=N/NC(=O)CSc1nc2ccccc2c(=O)n1-c1ccc(Br)cc1,26.6%,20.6µM*,-2.4%,-3.1%,3.1%,-8.4%,23.1µM*,13µM*,?
COc1ccccc1C(=O)N(Cc1nc(-c2ccc(Cl)cc2)no1)C(C)C,2.1%,-3.5%,-0.6%,0.7%,?,?,-22.0%,-22.0%,?
CC(Sc1nnc(C2CC2)n1N)C(=O)NC1CCCCC1C (configuration not stated),-4.4%,1.3%,-11.1%,11.2%,2.8%,10.3%,-0.7%,1.7%,-1.7%
Cn1c(NN)nc2sc3c(c2c1=O)CCC3,7.3%,-11.8%,-0.2%,-19.7%,-9.0%,12.4%,-19.8%,-11.8%,?
O=C(COc1ccc(Cl)cc1)N1CCN(c2ccc([N+](=O)[O-])c(N3CCCCC3)c2)CC1,3.7%,-27.8%,-4.2%,-20.6%,15.5%,?,-18.2%,-14.0%,-9.4%
CCS(=O)(=O)C1=NSC2=NC(=O)/C(=C\c3cc(C)n(-c4cccc(OC)c4)c3C)C(=N)N21,29.0%,-2.3%,-0.5%,1.3%,2.5%,?,-13.1%,-3.4%,0.5%
CCOC(=O)N1CCN(C(=O)CSc2nc3c(c(=O)n2-c2ccccc2OC)SCC3)CC1,-2.8%,-2.2%,13.3%,8.3%,2.8%,1.1%,-6.4%,-5.1%,0.2%
COCOCCn1cc(CN2CCS(=O)(=O)N(Cc3ccc(-c4ccc(Cl)cc4)cc3)C(C)C2=O)nn1 (configuration not stated),.,-20.6%,-0.1%,-17.9%,?,?,9.0%,-10.3%,1.1%
COc1ccc(F)cc1S(=O)(=O)N1CCC(C(N)=O)CC1,-5.5%,6.0%,1.1%,-11.6%,-5.4%,13.6%,23.6%,4.4%,12.9%
Cc1ccc(C)c(NC(=O)N2CCN(c3nnc(C)c4c(C)n(-c5ccccc5)nc34)CC2)c1,.,.,.,-0.7%,25.9%,7.9%,9.9%,.,0.0%
Clc1ccc(CSc2nncn2-c2ccccn2)cc1,3.5%,-4.0%,7.4%,?,1.6%,19.1%,-2.7%,-3.7%,15.6%
CC(=O)c1ccc(S(=O)(=O)N2CCNC(=O)C2)cc1,-7.0%,4.4%,3.9%,-15.1%,1.0%,10.8%,8.7%,4.9%,3.5%
O=C(NCc1cccc(F)c1)c1cccc2c1C(=O)c1ccc(Cl)cc1S2(=O)=O,0.4%,-9.6%,-5.4%,2.9%,-12.6%,19.3%,-14.5%,-18.2%,-2.4%
CC(C)C(=O)N1CCC2(CC1)Oc1ccc(F)cc1C(=O)C21CC(c2ccc(Cl)cc2)=NO1 (configuration not stated),-0.6%[9.22 µM],-3.0%,-0.4%,-5.9%,-0.5%,?,?,-9.0%,-16.8%
CC(Oc1ccc2ccc(=O)oc2c1)C(=O)NCC1CCC(C(=O)O)CC1 (configuration not stated),-45.3%[inhibitor],1.9%,7.8%,-0.3%,22.4%,15.7%,8.7%,5.8%,0.0%
COCCCNC(=O)c1ccc2c(c1)ncn2-c1ccccc1OC,3.4%,0.6%,1.4%,-8.3%,7.4%,0.1%,-4.6%,-0.2%,-5.8%
Cc1ccc([N+](=O)[O-])cc1NC(=O)CCCOc1ccccc1,-3.3%,27.3%,10.3%,2.3%,29.3%,0.9%,10.3µM*,17.9%,15.6%

# Record cards, as listed above. Order of screens: SW480 rereplic, HT1080NT lethal, GLP-1R agonist, GLP1R cytotox, TDP-43 yeast inh, GLP1R inv ag, KB-V1 cytotox, HT1080 IDH1KD tx, KB-3-1 tox
# Shown for CCOC(=O)N1CCN(C(=O)CSc2nc3c(c(=O)n2-c2ccccc2OC)SCC3)CC1 : -2.8%, -2.2%, 13.3%, 8.3%, 2.8%, 1.1%, -6.4%, -5.1%, 0.2%
# Shown for CC(Oc1ccc2ccc(=O)oc2c1)C(=O)NCC1CCC(C(=O)O)CC1 (configuration not stated) : -45.3%[inhibitor], 1.9%, 7.8%, -0.3%, 22.4%, 15.7%, 8.7%, 5.8%, 0.0%

# Next part
SMILES,SW480 rereplic,HT1080NT lethal,GLP-1R agonist,GLP1R cytotox,TDP-43 yeast inh,GLP1R inv ag,KB-V1 cytotox,HT1080 IDH1KD tx,KB-3-1 tox
Cc1ccc(S(=O)(=O)Nc2ccc3c(c2)CC(=O)N([C@H](C)CO)C[C@@H](C)[C@H](CN(C)Cc2ccc(-c4ccccc4)cc2)O3)cc1,-11.2%[9.22 µM],?,2.4%,-8.5%,2.9%,?,?,?,?
CN(C)S(=O)(=O)c1ccc2c(c1)nc1n2CCC1,-1.3%[9.22 µM],-2.4%,13.1%,4.8%,-2.7%,-21.6%,0.5%,-3.8%,-3.2%
COc1cc(C(=O)OCC(=O)Nc2ccc3c(c2)OC(F)(F)O3)ccc1OCc1c(C)noc1C,5.5%,-14.5%,0.5%,2.2%,35.5µM*,?,-23.5%,-28.5%,-1.0%
Cc1cc(C(=O)O)ccc1-c1ccc(/C=C2\NC(=O)N(Cc3ccc(F)cc3)C2=O)o1,9.2µM*,1.3%,7.2%,60.0%[activator],6.4%,12.9%,9.4%,0.8%,0.0%
CSc1cccc(NC(=O)c2[nH]c(C)c(C(C)=O)c2C)c1,0.7%,-0.8%,6.2%,-6.3%,-17.8%,?,-17.0%,0.7%,-28.2%
Cn1c(SCC(=O)NC2CCCCC2)nnc1-c1ccccc1F,9.2µM*,1.4%,31.6%,-4.7%,-2.2%,-1.0%,-1.9%,11.5%,15.3%
O=C(CCC(=O)N1Cc2ccccc2Oc2ncccc21)NCc1cccc(Cl)c1,.,.,.,0.5%,23.7%[9.22 µM],-1.7%,4.7%,.,2.7%
COc1cc(OC)c(OC)cc1CNC1CCCCCC1,1.7%,7.5%,-4.8%,-14.8%,-16.0%,2.4%,?,-16.4%,0.0%
CCSC1=NC2(CCN(C(=O)NC3CCCCC3)CC2)N=C1c1ccc(C)cc1,.,.,.,-9.6%,15.3%,14.1%,1.1%,.,16.7%
CCN1CCN(C(=S)Nc2ccc(C(C)=O)cc2)CC1,-9.8%,10.0%,-6.5%,-0.6%,17.9%,3.4%,?,6.8%,-6.4%
Cc1cccc(C(=O)Nc2ccccc2C(=O)Nc2ccc(C(=O)O)cc2)c1,-7.5%,12.1%,5.8%,-19.3%,-17.5%[1.82 µM],0.0%,-2.5%,21.3%,-7.4%
Clc1ccc(C2[C@H]3CN(CC4CCCCC4)[C@H](c4ccccc4)C34CC2(c2ccccc2)C4)cn1 (some centres not stated),?,1.3%,-2.0%,10.7%,-22.9%,23.8%,-4.9%,-3.4%,-6.9%
COc1cc([N+](=O)[O-])c(C(=O)N2CCOCC2)c([N+](=O)[O-])c1,137.3%,13.0%,-4.6%,-10.6%,9.0%,5.5%,3.7%,18.8%,5.0%
Cc1cc(=S)[nH]c2ccccc12,2.7%,1.3%,0.4%,?,29.2%,-0.8%,0.0%&-24.4%,3.5%,2.5%&2.7%
O=C(COc1ccccc1)N(Cc1ccco1)C1CCS(=O)(=O)C1 (configuration not stated),24.1%,0.3%,-1.1%,6.5%,-2.5%,4.5%,-15.7%,-17.8%,9.3%
Cc1ccc(S(=O)(=O)N2[C@@H](c3ccc(Cl)cc3)C(C(=O)O)=CC[C@H]2c2ccc(C(C)C)cc2)cc1,-3.4%,-12.1%,-2.9%,-11.2%,-16.6%,6.31µM*,-15.1%,-8.0%,-12.4%
COc1ccccc1N1CCN(S(=O)(=O)CCNC(=O)Cc2ccc(F)cc2)CC1,?,-26.9%,2.5%,?,-5.1%,?,18.4µM*,?,?
O=C(c1ccccc1F)N1c2ncnn2C2(CCCCC2)[C@@H]2CCCC[C@@H]21,.,.,.,-5.6%,?,-12.7%,2.3%,.,-23.8%
